Assay outcomes deposited in PubChem BioAssay by several laboratories.
Yeast life ext – yeast lifespan extension. inhibition of the nicotinamide effect, % at 10 µM. 130,000 tested, 0.68% active. S. cerevisiae growth with nicotinamide, OD615; deaD strain in restrictive glucose medium;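 active means inhibition above a set limit, placed 3 SD over the median of all compounds, cut at about 26% in these data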;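 further: 0% = nicotinamide-treated wells and 100% = cells grown without nicotinamide; some compounds called inactive have numbers as strong as hits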
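assay system = DeaD-strain S. cerevisiae | buffer or medium = restrictive glucose medium | reagent = 1.5 mM nicotinamide | compound = 10 µM single point, 0.25% DMSO | incubation = 48 h compound exposure at 30 °C, humidified | signal = OD615 measurement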
Measles CPE – protection of cells from measles virus; protection (pct of control), % at 4 µM; 140,000 tested, 1.5% active; Measles virus-infected cells, CPE protection, absorbance; in the data active means protection mostly above about 24%, no sharp cut-off; inactive means mostly below about 26%; further: some compounds called inactive have numbers as strong as hits
BB579 growth dn – yeast BB579 growth reduction in restrictive medium; 140,000 tested, 0.51% active; S. cerevisiae BB579 growth, OD615, 48 h; inhibition, % at 10 µM;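 active means inhibition above a set limit, 3 SD over the mean compound inhibition, cut at about 44% in these data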; further: inactives centre near -24
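Material: Saccharomyces cerevisiae DeaD strain BB579, replicative lifespan model yeast; buffer or medium: CSMM-D restrictive synthetic medium containing dextrose (glucose); compound: 10 µM single dose, DMSO 0.25%; timing: 48 h compound exposure at 30 °C after 4 h preincubation; signal: turbidity as optical density at 615 nm; benchmarks: positive control amphotericin B 10 µg/mL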
E-sel TNF inh – blocks E-selectin expression induced by TNF alpha; HUVEC TNFa-induced E-selectin immunofluorescence, high content; inhibition, % at 2 µM; 120,000 tested, 0.71% active; AID 1246;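 active means inhibition above the batch mean plus 3 SD, and confirmed as a hit on visual image review, cut at about 43% in these data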;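 further: 0% = TNF-stimulated DMSO wells and 100% = unstimulated control wells; not every result past the cut was called active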
HCT116 bCat-KO – beta-catenin-lacking colon tumor cell growth suppression | 140,000 tested, 1.5% active | HCT116 beta-catenin knockout viability, CellTiter-Glo, 60 h; hits give low values | AID 818 | viability, % at 10 µM;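 active means viability at or under a set limit, the compound median less 4 SD, cut at about 6% in these data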;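 further: 0% = Hyamine 1622 control at 20 µM and 100% = untreated cell control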
Phagocyt inh – macrophage phagocytosis inhibition. 110,000 tested, 0.07% active. J774A.1 macrophage IgG-bead phagocytosis, imaging. inhibition, % at 5 µM;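 active means inhibition above the mean of the plate negative controls plus 5 SD, cut at about 13% in these data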;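 further: phagocytic index as fraction of beads internalized from green versus red external bead signal; plate controls were DMSO negative control for no effect and cytochalasin-D positive control for full effect; some results beyond the cut were filed as inactive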
HCT116 PTEN-null – PTEN-deleted cell growth suppression; HCT116 PTEN-null viability, CellTiter-Glo, 60 h; hits give low values; viability, % at 10 µM; 140,000 tested, 1.2% active;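 active means viability at or below a set limit, 4 SD under the median of all tested compounds, cut at about 3.7% in these data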;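 further: PTEN knockout HCT116 line with beta catenin targeted HCT116 as companion control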
GALR2 blocker – blocks the human galanin receptor 2; GALR2-expressing cells, antagonist mode; inhibition, % at 4 µM; 140,000 tested, 0.39% active; O43603; in the data active means inhibition above about 27%;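 further: cells stimulated with galanin 1-16 at roughly its EC80; 0% = agonist challenge control and 100% = basal control without agonist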
Target sequence (O43603 whole entry, looked up): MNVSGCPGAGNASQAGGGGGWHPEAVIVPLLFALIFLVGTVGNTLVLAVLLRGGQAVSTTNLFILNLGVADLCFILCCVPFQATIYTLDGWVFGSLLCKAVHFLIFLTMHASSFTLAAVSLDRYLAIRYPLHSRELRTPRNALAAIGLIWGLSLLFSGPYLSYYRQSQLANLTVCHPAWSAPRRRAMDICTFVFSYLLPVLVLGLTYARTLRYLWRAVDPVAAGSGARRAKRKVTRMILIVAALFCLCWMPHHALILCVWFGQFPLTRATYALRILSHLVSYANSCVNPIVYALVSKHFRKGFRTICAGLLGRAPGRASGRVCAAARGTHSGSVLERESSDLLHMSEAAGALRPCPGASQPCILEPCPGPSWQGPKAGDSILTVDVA
NPY-Y2 antag – blocks the human neuropeptide Y Y2 receptor. P49146. NPY-Y2 expressing cells, antagonist mode. inhibition, % at 2.7 µM. 140,000 tested, 0.99% active. AID 793; in the data active means inhibition above about 17%;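 further: 0% = vehicle with agonist challenge and 100% = reference antagonist with challenge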
Target sequence (P49146 whole entry, looked up): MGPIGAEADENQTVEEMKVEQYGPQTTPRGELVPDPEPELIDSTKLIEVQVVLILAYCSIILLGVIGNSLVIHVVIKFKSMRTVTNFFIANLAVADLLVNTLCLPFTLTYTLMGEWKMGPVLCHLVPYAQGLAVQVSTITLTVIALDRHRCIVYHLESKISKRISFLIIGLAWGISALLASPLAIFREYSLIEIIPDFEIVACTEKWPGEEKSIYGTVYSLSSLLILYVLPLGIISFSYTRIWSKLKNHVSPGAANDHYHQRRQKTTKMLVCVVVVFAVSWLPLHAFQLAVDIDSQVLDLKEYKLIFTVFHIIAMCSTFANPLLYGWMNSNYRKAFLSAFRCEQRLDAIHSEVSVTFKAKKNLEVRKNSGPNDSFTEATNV
MRP-1 activ – MRP-1 activation. H69AR cells + doxorubicin, viability rescue, CellTiter-Glo. viability increase, % at 10 µM. 140,000 tested, 0.61% active;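 active means viability gain under doxorubicin at or above a set limit, the compound median plus 3 SD, cut at about 4.7% in these data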;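 further: MRP-1 overexpressing cells given doxorubicin 25 µM after compound pretreatment; 18-22 h compound pretreatment then 72 h with doxorubicin before readout; 0% = doxorubicin-only wells and 100% = vehicle-treated cells without doxorubicin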
* marks the source's active call; other numbers are inactive results. Outcome played no part in choosing rows; about 6.3% have a hit in one of these screens.

Screening Cc1[nH]n(-c2ccccc2)c(=O)c1C=Nc1ccc(S(=O)(=O)N(C)C)cc1 returned Yeast life ext 0, Measles CPE 2, BB579 growth dn -29, HCT116 bCat-KO 95, Phagocyt inh -2, HCT116 PTEN-null 93, GALR2 blocker 21, NPY-Y2 antag 1 and MRP-1 activ -0.9.
Screening CN(C)S(=O)(=O)c1ccccc1C#N returned Yeast life ext -19, Measles CPE 11, BB579 growth dn -46, HCT116 bCat-KO 92, Phagocyt inh 1, HCT116 PTEN-null 84, GALR2 blocker -6, NPY-Y2 antag 3 and MRP-1 activ -1.3.
Cc1c(Cl)cccc1NC(=S)N1CCN(c2ncccn2)CC1 was read as Yeast life ext 1, Measles CPE 1, BB579 growth dn -9, HCT116 bCat-KO 95, Phagocyt inh 13, HCT116 PTEN-null 94, GALR2 blocker 7, NPY-Y2 antag 0 and MRP-1 activ 0.1.
Screening Fc1cccc(Oc2nc3ccccc3n3cccc23)c1 returned Yeast life ext -16, Measles CPE 4, BB579 growth dn -14, HCT116 bCat-KO 86, Phagocyt inh 1, HCT116 PTEN-null 80, GALR2 blocker 5, NPY-Y2 antag 8 and MRP-1 activ -3.2.
CC(C)CNC(=O)c1c2c(nc3ccccc13)-c1ccccc1CC2 was read as Yeast life ext -22, Measles CPE 5, BB579 growth dn -13, E-sel TNF inh -2, HCT116 bCat-KO 89, HCT116 PTEN-null 79, GALR2 blocker -5, NPY-Y2 antag 14 and MRP-1 activ -2.1.
O=C(CCc1ccccc1)Nc1ncc2c(n1)CCCC2=O was read as Yeast life ext -37, Measles CPE 4, BB579 growth dn 5, E-sel TNF inh 72*, HCT116 bCat-KO 82, Phagocyt inh -1, HCT116 PTEN-null 104, GALR2 blocker -2, NPY-Y2 antag 1 and MRP-1 activ -1.7.
Clc1ccc(N2CCCCCC2)nn1 was read as Yeast life ext -2, Measles CPE 4, BB579 growth dn -10, E-sel TNF inh 29, HCT116 bCat-KO 92, HCT116 PTEN-null 96, GALR2 blocker 0, NPY-Y2 antag 1 and MRP-1 activ -0.4.
CCCC(=O)Nc1nnc(-c2cccc(OCC)c2)s1 was read as Yeast life ext -26, Measles CPE 17, BB579 growth dn -36, E-sel TNF inh 35, HCT116 bCat-KO 87, Phagocyt inh -1, HCT116 PTEN-null 93, GALR2 blocker -1, NPY-Y2 antag -1 and MRP-1 activ -2.0.
Screening O=C(Nc1cc(C(F)(F)F)ccc1Cl)c1cc(C2CC2)on1 returned Yeast life ext 0, Measles CPE 21, BB579 growth dn -39, E-sel TNF inh -24, HCT116 bCat-KO 87, HCT116 PTEN-null 84, GALR2 blocker 1, NPY-Y2 antag 3 and MRP-1 activ -2.6.
Nc1ccc(C(=O)OCC(=O)Nc2ccc3c(c2)OCO3)cc1[N+](=O)[O-] was read as Yeast life ext -1, Measles CPE 2, BB579 growth dn 98*, HCT116 bCat-KO 93, Phagocyt inh -4, HCT116 PTEN-null 103, GALR2 blocker -3, NPY-Y2 antag 2 and MRP-1 activ -2.7.
CCC(C)(C)NC(=O)CN(C(=O)CCC(=O)Nc1ccccn1)c1ccc(F)c(Cl)c1 was read as Yeast life ext 6, Measles CPE 8, BB579 growth dn -26, E-sel TNF inh 18, HCT116 bCat-KO 93, HCT116 PTEN-null 87, GALR2 blocker 14, NPY-Y2 antag 3 and MRP-1 activ -2.0.
Screening O=C(O)Cn1c(-c2ccccc2)nc2ccccc21 returned Yeast life ext -12, Measles CPE 9, BB579 growth dn -23, HCT116 bCat-KO 103, HCT116 PTEN-null 116, GALR2 blocker 3, NPY-Y2 antag 3 and MRP-1 activ -0.3.
CCCCOc1ccc(NC(=O)c2cnc(C)cn2)cc1 was read as Yeast life ext -11, Measles CPE 9, BB579 growth dn 7, E-sel TNF inh 0, HCT116 bCat-KO 62, Phagocyt inh 0, HCT116 PTEN-null 72, GALR2 blocker -2, NPY-Y2 antag 1 and MRP-1 activ -0.1.
`CC1CN(S(=O)(=O)c2cccc3nsnc23)CC(C)O1` (centres undefined) gave Measles CPE 9, BB579 growth dn -21, E-sel TNF inh -15, HCT116 bCat-KO 91, HCT116 PTEN-null 91, GALR2 blocker 14, NPY-Y2 antag 1 and MRP-1 activ -1.7.
CCN1C(=O)c2cccc3c(NC(=O)C4CCCCC4)ccc1c23 was read as Yeast life ext -19, Measles CPE 4, BB579 growth dn -36, HCT116 bCat-KO 71, Phagocyt inh 0, HCT116 PTEN-null 67, GALR2 blocker 0, NPY-Y2 antag 1 and MRP-1 activ -4.7.

Next section, starting with the last 2 of the part before.
`CC1CN(S(=O)(=O)c2cccc3nsnc23)CC(C)O1` (centres undefined) gave Measles CPE 9, BB579 growth dn -21, E-sel TNF inh -15, HCT116 bCat-KO 91, HCT116 PTEN-null 91, GALR2 blocker 14, NPY-Y2 antag 1 and MRP-1 activ -1.7.
CCN1C(=O)c2cccc3c(NC(=O)C4CCCCC4)ccc1c23 was read as Yeast life ext -19, Measles CPE 4, BB579 growth dn -36, HCT116 bCat-KO 71, Phagocyt inh 0, HCT116 PTEN-null 67, GALR2 blocker 0, NPY-Y2 antag 1 and MRP-1 activ -4.7.
For Cc1ccc2nc(SCc3nnc(-c4cccs4)o3)[nH]c2c1 the results were Yeast life ext -23, Measles CPE 28, BB579 growth dn -49, E-sel TNF inh 5, HCT116 bCat-KO 99, Phagocyt inh 0, HCT116 PTEN-null 90, GALR2 blocker 12, NPY-Y2 antag 5 and MRP-1 activ -2.6.
`COC1(OC)N=C(N)C2(C#N)C(c3ccc4c(c3)OCO4)C12C#N` (centres undefined) gave Yeast life ext -3, Measles CPE 2, BB579 growth dn -77, E-sel TNF inh 0, HCT116 bCat-KO 87, Phagocyt inh 0, HCT116 PTEN-null 116, GALR2 blocker -2, NPY-Y2 antag -2 and MRP-1 activ -1.4.
O=C(Nc1ccc(Oc2ccc3ccccc3c2)cc1)c1ccco1 was read as Yeast life ext -23, Measles CPE 0, BB579 growth dn -23, HCT116 bCat-KO 84, Phagocyt inh -3, HCT116 PTEN-null 80, GALR2 blocker -1, NPY-Y2 antag -2 and MRP-1 activ -3.2.
`CSc1ccccc1NC(=O)COc1ccccc1Cl` gave Yeast life ext -29, Measles CPE 2, BB579 growth dn -30, E-sel TNF inh 31, HCT116 bCat-KO 94, HCT116 PTEN-null 87, GALR2 blocker 10, NPY-Y2 antag 9 and MRP-1 activ -4.2.
Screening CCc1nnc(NC(=O)CSc2nc3ccccc3c(=O)n2CCCOC)s1 returned Measles CPE 9, BB579 growth dn -23, E-sel TNF inh 15, HCT116 bCat-KO 86, HCT116 PTEN-null 91, GALR2 blocker 10, NPY-Y2 antag 2 and MRP-1 activ -3.0.
Screening Cc1cc(C(=O)N=Nc2c(O)n(C(C)C)c3ccccc23)n[nH]1 returned Yeast life ext -6, Measles CPE 10, BB579 growth dn -38, E-sel TNF inh -70, HCT116 bCat-KO 88, Phagocyt inh 4, HCT116 PTEN-null 91, GALR2 blocker 10, NPY-Y2 antag 3 and MRP-1 activ -1.5.
`COc1nc(Oc2ccc(C(=O)OCC(N)=O)cc2)nc(N(C)C)n1` gave Yeast life ext -10, BB579 growth dn -68, E-sel TNF inh -6, HCT116 bCat-KO 98, Phagocyt inh -2, HCT116 PTEN-null 96, GALR2 blocker 7, NPY-Y2 antag 0 and MRP-1 activ -1.1.
For Cc1cccc2cc3c(NC(=O)c4ccccn4)nn(C)c3nc12 the results were Yeast life ext -18, Measles CPE 6, BB579 growth dn -66, HCT116 bCat-KO 83, Phagocyt inh 1, HCT116 PTEN-null 92, GALR2 blocker 16, NPY-Y2 antag 0 and MRP-1 activ -1.6.
`C/C(=N/NC(=S)Nc1ccccc1)c1ccc2c(c1)OCO2` gave Yeast life ext 1, Measles CPE 21, BB579 growth dn -40, HCT116 bCat-KO 63, Phagocyt inh -4, HCT116 PTEN-null 67, GALR2 blocker 8, NPY-Y2 antag 1 and MRP-1 activ 8.0*.
Screening C/C(=N\NC(=O)c1ccc(CN(C)S(=O)(=O)c2ccc(C)cc2)cc1)c1ccc(OC(F)F)cc1 returned Yeast life ext 3, Measles CPE 6, BB579 growth dn -11, E-sel TNF inh -16, HCT116 bCat-KO 64, Phagocyt inh -9, HCT116 PTEN-null 65, GALR2 blocker -9, NPY-Y2 antag 3 and MRP-1 activ -2.4.
O=C(NC(CC(=O)N1CCN(c2ccccc2)CC1)c1ccccc1)c1ccccc1Cl (centres undefined) was read as Yeast life ext 35*, Measles CPE 5, BB579 growth dn -23, E-sel TNF inh -47, HCT116 bCat-KO 96, Phagocyt inh -6, HCT116 PTEN-null 91, GALR2 blocker 6, NPY-Y2 antag 6 and MRP-1 activ -1.8.
CCOC(=O)CNS(=O)(=O)c1ccc(C)cc1 was read as Yeast life ext 0, Measles CPE 8, BB579 growth dn -21, E-sel TNF inh 2, HCT116 bCat-KO 84, Phagocyt inh -4, HCT116 PTEN-null 99, GALR2 blocker -1, NPY-Y2 antag 0 and MRP-1 activ -1.6.
`O=C(c1ccco1)N1CCN=C1SCc1cccc(F)c1` gave Yeast life ext -9, Measles CPE 1, BB579 growth dn -59, E-sel TNF inh 17, HCT116 bCat-KO 102, Phagocyt inh 0, HCT116 PTEN-null 95, GALR2 blocker -12, NPY-Y2 antag 5 and MRP-1 activ 3.4.
`O=C(Cc1cc(=O)[nH][nH]1)N/N=C/c1cccc(Cl)c1Cl` gave Yeast life ext 2, Measles CPE 21, BB579 growth dn -33, HCT116 bCat-KO 95, Phagocyt inh -8, HCT116 PTEN-null 93, GALR2 blocker -5, NPY-Y2 antag 5 and MRP-1 activ 3.4.
Clc1ccc(-n2c(SCc3nc4ccccc4[nH]3)nnc2-c2ccncc2)cc1 was read as Yeast life ext -5, Measles CPE 11, BB579 growth dn -47, HCT116 bCat-KO 89, Phagocyt inh 1, HCT116 PTEN-null 90, GALR2 blocker 4, NPY-Y2 antag 3 and MRP-1 activ -2.7.
Screening COC(=O)c1sccc1NC(=S)N1CCN(c2ccccc2F)CC1 returned Yeast life ext -6, Measles CPE 4, BB579 growth dn -9, E-sel TNF inh 2, HCT116 bCat-KO 92, Phagocyt inh -7, HCT116 PTEN-null 100, GALR2 blocker -7, NPY-Y2 antag 18* and MRP-1 activ 0.3.
`COC(=O)c1cc(-c2cccc(OC)c2)n[nH]1` gave Yeast life ext -18, Measles CPE 3, BB579 growth dn -13, HCT116 bCat-KO 116, Phagocyt inh -1, HCT116 PTEN-null 103, GALR2 blocker -7, NPY-Y2 antag 1 and MRP-1 activ -1.3.
For NS(=O)(=O)c1ccc(NC(=S)NCc2ccccc2Cl)cc1 the results were Yeast life ext -1, Measles CPE 7, BB579 growth dn -4, HCT116 bCat-KO 91, Phagocyt inh -3, HCT116 PTEN-null 99, GALR2 blocker 9, NPY-Y2 antag 0 and MRP-1 activ -3.6.
